NCI-60 one-dose screen, 48 h, at 10 µM unless noted. Numbers give growth in % (100 = growth as untreated, 0 = no growth, -100 = all killed).
A498 – A498 renal cancer cells; AID 1794774; 76,000 tested, 5.4% active
RXF 393 – RXF 393 renal cancer cells | 77,000 tested, 6.9% active | AID 1794773
ACHN – ACHN renal cancer | 81,000 tested, 4.9% active | AID 1794771
TK-10 – TK-10 renal cancer cells. AID 1794769. 81,000 tested, 3.9% active
CAKI-1 – CAKI-1 renal cancer; 75,000 tested, 4.7% active
786-0 – 786-0 renal cancer cells; 81,000 tested, 5.1% active
UO-31 – UO-31 renal cancer; 81,000 tested, 5.2% active
SN12C – SN12C renal cancer cells; 81,000 tested, 3.8% active; AID 1794767
The depositor's hits bear a star; x = no result given; & = joins results of further samples; ! = not active in a repeat. How the source made its calls: active means growth percent below 10; inactive means the rest.

Compound	ACHN	786-0	UO-31	TK-10	CAKI-1	RXF 393	A498	SN12C
Cc1ccccc1NC(=S)Nc1ccccn1	100	104	82	65	x	61	104	104
COC(C)(C)c1cc(C(C)(C)C)c(O)c(C(C)(C)C)c1	96	101	93	101	99	111	96	95
O=C(Nc1ccccc1)N1CCOCC1	110	91	91	95	111	112	97	105
Cc1c(C)c([N+](=O)[O-])c(C(C)(C)C)c([N+](=O)[O-])c1C	99	102	83	x	103	111	82	99
O=[N+]([O-])c1ccc(-c2ccc(Br)cc2)cc1	106	85	94	94	93	99	75	100
COc1ccc(-c2cc3c(OC)c(OC)c(OC)cc3oc2=O)cc1	67	57	78	85	57	81	34	56
COc1ccc(-c2[nH]c3ccccc3c2-c2ccc(OC)cc2)cc1	65	52	68	87	63	52	45	63
COC(=O)C1CC(=O)N(C(=O)Nc2ccc(Cl)cc2Cl)C1 (configuration not stated)	100	92	84	112	96	120	115	101
O=C(Oc1ccc2ccccc2c1)c1ccccc1	102	109	90	93	105	110	110	101
COc1ccc(/C=C/C(=O)/C=C(/C=C/c2ccc(OC)c(OC)c2)OB(F)F)cc1OC	-16*	12	40	37	x	-11*	96	-5.3*
C[C@H](O)[C@@H](C)O	103	97	84	107	115	105	114	107
O=C(Oc1ccccc1)N(c1ccccc1)c1ccccc1	90	103	97	117	x	100	94	106
CCOC(=O)C1=NN(c2ccccc2)C(=O)C1N=Nc1ccc(S(=O)(=O)Nc2onc(C)c2C)cc1 (configuration not stated)	100	110	93	119	106	101	88	107
Cc1cc(=O)oc2cc(N(C)C)ccc12	89	96	75	122	87	93	114	106
O=C1CSC(=NCC(=O)n2c(-c3ccccc3)nc3ccccc32)N1	97	102	74	134	81	104	65	100
Cc1ccc(N=Nc2c(S(=O)(=O)O)cc3cc(S(=O)(=O)O)c(N=Nc4ccc([N+](=O)[O-])cc4)c(O)c3c2N)cc1	106	107	88	95	x	115	x	101
Cc1ccc(N)nc1	93&120	97&109	91&85	95&104	91&95	109&95	97&101	98&100
O=S(=O)(NCCNc1nccc(-n2ccc3cccnc32)n1)c1cccc(C(F)(F)F)c1	93	94	112	102	88	91	94	92
O=C(Nc1ccccc1)C1CNCCS1 (configuration not stated)	102	100	86	97	88	105	93	109
CCOC(=O)c1c(NC(=O)c2ccccc2)sc2c1CCC(=O)C2	78	99	77	132	74	119	80	92
COc1ccc(OC)c(Cn2cc3c(c2-c2ccccc2)CCc2cnoc2-3)c1	65	67	59	86	29	80	54	73
O=C1CCC(NNC(=O)c2ccc(Cl)cc2)N1 (configuration not stated)	111	115	90	100	110	112	x	103
O=C1Nc2ccccc2/C1=C/C(=N/c1nnc(-c2ccc(Cl)cc2)s1)c1ccccc1	-71*	-57*	-69*	-36*	15	-63*	104	36
COc1ccccc1NC(=S)N/C=C(\C#N)C(=O)c1ccc2ccccc2c1	87	94	78	135	93	113	112	114
O=C(Nc1nonc1-c1ccccc1)c1ccc([N+](=O)[O-])cc1	95	89	88	121	84	92	83	79

An excerpt of these results, as labelled records.
C[C@H](O)[C@@H](C)O
  ACHN: 103
  786-0: 97
  UO-31: 84
  TK-10: 107
  CAKI-1: 115
  RXF 393: 105
  A498: 114
  SN12C: 107

O=C(Oc1ccccc1)N(c1ccccc1)c1ccccc1
  ACHN: 90
  786-0: 103
  UO-31: 97
  TK-10: 117
  CAKI-1: x
  RXF 393: 100
  A498: 94
  SN12C: 106

CCOC(=O)C1=NN(c2ccccc2)C(=O)C1N=Nc1ccc(S(=O)(=O)Nc2onc(C)c2C)cc1 (configuration not stated)
  ACHN: 100
  786-0: 110
  UO-31: 93
  TK-10: 119
  CAKI-1: 106
  RXF 393: 101
  A498: 88
  SN12C: 107

Remaining list, next part:
Compound	ACHN	786-0	UO-31	TK-10	CAKI-1	RXF 393	A498	SN12C
COc1ccc(CNC2CCN(c3ccc(NC(=O)c4cccc(Cl)c4)cc3)CC2)cc1OC	79	96	70	91	58	93	69	75
COc1ccc(-c2nc3sc(C)nn3c2-c2nc3cc(Cl)c(F)cc3[nH]2)cc1	84	105	55	112	88	104	94	95
Cc1cc(C)cc(NC(c2ccc(OC(F)F)c(OCC3CC3)c2)c2nnnn2C2CCCCC2)c1 (configuration not stated)	91	84	72	92	66	83	101	98
N#CCC(=O)Nc1sc2c(c1C(N)=O)CCCC2	111	100	101	94	x	x	102	100
COc1cc(-c2nn(CN3CCN(S(=O)(=O)c4ccc(Cl)cc4)CC3)c(=S)o2)cc(OC)c1OC	96	96	81	101	77	104	x	95
CC(=O)NCCNC(C)=O	122	99	92	99	92	110	105	102
COc1cc(-c2cc(-c3cc(OC)c(OC)c(OC)c3)nc(N3CCOCC3)c2C#N)ccc1O	84	102	74	108	105	106	105	90
OCC(O)C(O)C(O)C(O)CO (configuration not stated)	101&103	109&101	83&95	105&106	103&113	113&105	111&122	104&117
O=C(O)c1ccc(-n2cc(CO)c(-c3cccc(C(F)(F)F)c3)n2)cc1	x	102	92	97	x	108	91	104
C[n+]1ccccc1C(=O)NCc1ccc(Cl)cc1Cl	109	106	96	90	103	96	x	103
Cc1nc(-n2[nH]c(=O)ccc2=O)sc1N=Nc1ccc(Br)cc1	97	94	81	122	91	99	102	95
COc1ccc(C(O)(CCC(C)C)C(CN2CCOCC2)c2ccc(Cl)cc2)cc1 (configuration not stated)	57	73	63	86	x	88	110	71
O=C1/C(=C/c2cccc(OCc3ccc(Cl)cc3)c2)N=C2SCCN12	96	93	85	88	x	105	84	91
Cc1ccc(/C=C/C(=O)c2cccc(OCCCCOc3cccc(C(=O)/C=C/c4ccc(C)cc4)c3)c2)cc1	99	101	74	118	90	93	80	103
Fc1ccccc1NC(c1ccc(OC(F)F)c(OCC2CC2)c1)c1nnnn1C1CCCCC1 (configuration not stated)	83	87	66	107	77	77	92	86
Nc1c(C(=O)c2ccc(F)cc2)sc2nc(-c3cnccn3)cc(-c3cccs3)c12	104	104	84	155	85	120	111	100
Cc1cc(N/N=C/c2nc(-c3ccccc3)oc2C)c2cc(Cl)ccc2n1	-80*	-83*	-99*	-76*	14	-88*	68	-85*
CN[C@@]12CC3(C=CC(=O)C=C3)O[C@]1(Cc1ccc(OC)cc1)N(C)C(=O)N2	44	84	76	89	73	51	76	44
O=C(O)CCCSc1nc(-c2ccccc2)cc(-c2ccccc2)n1	97	102	86	104	95	112	99	108
CN(C)CCOC1(Cc2ccc(F)cc2)CCC(C(C)(C)C)CC1 (configuration not stated)	99	92	72	100	82	91	81	90
N#CC1C(=O)NC(=S)NC1c1ccccc1 (configuration not stated)	109	108	92	102	91	112	99	104
COc1ccc(NC(=O)c2sc3nc(C)c(C(=O)c4ccc(OC)cc4)cc3c2N)cc1	83	60	46	55	43	x	-3.9*	64
O=C(NCCCNc1cc(-c2cn(-c3ccccc3)nc2-c2cccc(O)c2)ccn1)c1ccccc1	46	-30*	23	67	37	24	31	61
C#CC(CCC)N(C)C (configuration not stated)	112	103	92	93	99	109	72	96
CCNC1=C(Cl)C(=O)c2ccccc2C1=O	104	117	91	133	113	127	96	92

Next section, starting with the last 2 of the part before.
Compound	ACHN	786-0	UO-31	TK-10	CAKI-1	RXF 393	A498	SN12C
C#CC(CCC)N(C)C (configuration not stated)	112	103	92	93	99	109	72	96
CCNC1=C(Cl)C(=O)c2ccccc2C1=O	104	117	91	133	113	127	96	92
O=C(O)/C(=C\c1ccccc1)c1ccccc1	109	109	83	102	x	x	95	x
Cc1[nH]c2ncnc(Nc3ccc(NC(=O)Nc4cccc(Cl)c4)cc3)c2c1C	74	89	57	82	x	85	63	81
O=C(Nc1cc(Cl)cc(Cl)c1)Nc1ccc2oc(=O)ccc2c1	4.3*	24	3.7*	19	7.6*	48	-8.2*	4.1*
O=C(O)c1cc(N=Nc2cccc([N+](=O)[O-])c2)ccc1O	99	111	78	95	109	104	95	101
CCCCOc1nc2ccc(C)cc2cc1/C=C/C(=O)/C=C/c1ccc2c(c1)OCO2	103	98	75	113	x	108	106	89
c1ccc(CCCCc2ccccn2)cc1	104	94	108	107	125	104	79	104
COc1ccc(-c2cn(-c3ccc(Cl)cc3)c(SCc3ncc(C)cc3C)n2)cc1	95	96	75	98	96	111	90	96
COc1ccc(-c2nc(SCC(C)C)nc(NNC(N)=S)c2C#N)cc1	79	94	56	102	83	89	70	84
O=S(=O)(Nc1ncccn1)c1ccc(N=Nc2ccc(O)c3ncccc23)cc1	48	76	17	72	48	65	82	59
CC(C(=O)NCCc1c[nH]c2ccccc12)N1C(=O)/C(=C/c2ccco2)SC1=S (configuration not stated)	101	106	69	99	75	109	94	96
O=C1CC(c2ccccc2)Sc2ccccc2N1 (configuration not stated)	99	106	77	120	80	x	103	101
Cc1cc(Cc2cc(C)c(C)c(C)c2C)c(C)c(C)c1C	107	108	78	115	101	124	114	95
CC(=O)c1cc2c(C)nn(-c3ccccc3)c2nc1C	96	112	86	133	91	130	101	98
NCC1C2CCC(O2)C1CO (configuration not stated)	113	102	97	115	101	118	x	105
O=C(Nc1ccc(-n2cc(-c3ccncc3)c(-c3ccc(Cl)c(O)c3)n2)cc1)c1ccc(Cl)c(Cl)c1	38	-64*	15	33	0.3*	-52*	84	66
Cc1ccc(C(=O)N(CCCN)[C@@H](c2nc3cc(Cl)ccc3c(=O)n2Cc2ccccc2)C(C)C)cc1	-28*	-14*	5.0*	-34*	4.0*	6.9*	-4.2*	-16*
COc1ccc(/C=C/Br)cc1	x	100	88	91	x	120	102	106
Cc1ccc2c(c1)SC1=NC=C(C(=O)NNC(=O)c3ccncc3)[C@H](c3ccccn3)N12	84	99	83	91	80	95	76	x
NCCNc1nc2ccccc2c2c(=O)c3cc(F)cc(Cl)c3sc12	-95*	-90*	-94*	-31*	-96*	67	47	-84*
COc1ccc2oc(=O)cc(/C=N\Nc3nc(-c4ccc(Cl)cc4)cs3)c2c1	88	94	62	127	x	111	114	94
CCOc1ccc2nc(NC(=O)CN3CCN(CCN4C(=O)c5cccc6cccc(c56)C4=O)CC3)sc2c1	50	72	68	77	73	86	x	71
CC(=O)OC1Oc2cc(C)c(C)cc2-c2oc(=O)c(-c3ccc(F)cc3)cc21 (configuration not stated)	89	56	62	120	x	-1.9*	48	83
N#Cc1n[nH]n2c1nc(=O)c1cnn(-c3ccccc3)c12	105	110	75	131	84	106	146	106
COc1ccc(C(O)(CNC2CCCCC2)c2ccccc2)cc1 (configuration not stated)	108	93	88	x	98	94	81	101
CC1(C)C(=O)CC[C@]2(C)[C@H]3C(=O)C=C4[C@@H]5C[C@@](C)(C(=O)N6CCNCC6)CC[C@]5(C)CC[C@@]4(C)[C@]3(C)CC[C@@H]12	102	103	77	103	81	107	118	98

Among those listed so far, these contain a COOH group:
Compound	ACHN	786-0	UO-31	TK-10	CAKI-1	RXF 393	A498	SN12C
O=C(O)c1ccc(-n2cc(CO)c(-c3cccc(C(F)(F)F)c3)n2)cc1	x	102	92	97	x	108	91	104
O=C(O)CCCSc1nc(-c2ccccc2)cc(-c2ccccc2)n1	97	102	86	104	95	112	99	108
O=C(O)/C(=C\c1ccccc1)c1ccccc1	109	109	83	102	x	x	95	x
O=C(O)c1cc(N=Nc2cccc([N+](=O)[O-])c2)ccc1O	99	111	78	95	109	104	95	101

(continued)
Compound	ACHN	786-0	UO-31	TK-10	CAKI-1	RXF 393	A498	SN12C
COc1cc(NCC(=O)Nc2cc(Nc3ccc(C(F)(F)F)cc3)ncn2)c(Cl)c(OC)c1Cl	92	94	73	122	x	86	83	103
COc1cc(/C=N/NC(=O)c2cn(C3CC3)c3cc(N4CCNCC4)c(F)cc3c2=O)ccc1O	102	93	90	95	88	94	x	90
COc1ccc2cc([C@H](C)C(=O)N/N=C/c3ccc(O)cc3)ccc2c1	90	93	62	95	82	94	98	79
O=C(OCc1ccccc1)c1ccccc1C(=O)OCc1ccccc1	116	103	79	106	103	111	107	96
CC1=C(C(=O)n2nc3ccccc3n2)C(c2ccc(Cl)cc2)C(C(=O)n2nc3ccccc3n2)=C(C)N1	110	105	88	111	94	112	103	102
CCOC(=O)c1c(C)nc2c(c1N)C(=O)C(=O)N2Cc1ccc(C(F)(F)F)cc1	70	34	54	107	x	59	73	74
CCSc1nc(Cl)cc(Cl)n1	97	92	88	103	63	88	101	109
Nc1ccc(C(=O)C[n+]2ccccc2)cc1	104	99	100	104	105	117	88	104
COC(=O)C1(C2CCCCCCC2=O)NC(=S)NC(=O)C1C#N (configuration not stated)	114	100	88	114	97	124	101	98
CCOC(=O)c1sc(-c2ccc(OS(=O)(=O)c3ccc(Cl)cc3)c(C=O)c2)nc1C	98	77	69	56	25	x	46	40
COc1ccc(C2N=C(SCC(=O)Nc3ccc(S(N)(=O)=O)cc3)NC(C)=C2C(C)=O)cc1 (configuration not stated)	106	104	88	93	92	111	99	91
Cc1ccc(S(=O)(=O)Nn2c(C)c(C)cc(-c3nc4ccccc4s3)c2=O)cc1	92	104	80	118	87	127	79	102
N#Cc1c(N=Cc2ccc(F)cc2)n[nH]c1Nc1ccccc1	107	101	99	114	100	137	115	110
CCCCCCCCCCCCCCCCC(C(=O)O)C(O)(CC(=O)O)C(=O)O (configuration not stated)	28&97	0.7*!	59&99	34&94	75&103	9.6*!	113	17&110
CCC1(CC(C)C)SC(N)=NC1=O (configuration not stated)	118	103	86	107	90	122	122	106
CC/C=C\CCC/C=C1/C(=O)C=C[C@@H]1C/C=C\CCCC(=O)O	43	85	71	114	60	108	103	48
COc1ccc(OC)c(-c2cc(-c3ccccc3)c3c(N)c(C(=O)c4ccccc4)sc3n2)c1	97	92	89	96	87	113	x	103
O=C(OCc1ccc2cccc(O)c2n1)c1cc2cc(F)ccc2[nH]1	99	103	77	125	81	110	136	99

Source: PubChem (NCI)
